Compound activity from PubChem BioAssay.
UTI89 phage lysis: inhibition of K1F phage lysis, E. coli UTI89, bacterial capsule biogenesis inhibitors, alamar blue (AID 488966); E. coli UTI89 K1F phage lysis, alamar blue, 2 h; higher % means a stronger effect; inhibition, % at 100 µM; hits with a dose series show IC50 in µM; 0.02% of 340,000 active;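 active means phage lysis inhibition, versus mean bacterial control, above a set limit; inconclusive means no clear call, values can overlap the other calls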;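 further: capsule biogenesis inhibitors block K1F phage lysis so surviving cells raise fluorescence; higher fluorescence means more inhibition of phage lysis; actives were called in the ten point dose series up to 300 µM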
NTR1 agonist: agonists of NTR1, primary screen, imaging, U2OS cells, beta-arrestin-GFP, high content (AID 493036); P30989; NTR1-U2OS beta-arrestin-GFP spot imaging, agonist mode; activation, % at 20 µM; 0.17% of 330,000 active;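 active means activation at or above 40% of the spot to cytoplasm intensity ratio, with at least 20 cells analyzed; inconclusive means wells under 20 cells, flagged as cytotoxic or low count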;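 further: 0% = DMSO without peptide and 100% = 100 nM NTR1 peptide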
Target sequence (P30989 whole entry, looked up): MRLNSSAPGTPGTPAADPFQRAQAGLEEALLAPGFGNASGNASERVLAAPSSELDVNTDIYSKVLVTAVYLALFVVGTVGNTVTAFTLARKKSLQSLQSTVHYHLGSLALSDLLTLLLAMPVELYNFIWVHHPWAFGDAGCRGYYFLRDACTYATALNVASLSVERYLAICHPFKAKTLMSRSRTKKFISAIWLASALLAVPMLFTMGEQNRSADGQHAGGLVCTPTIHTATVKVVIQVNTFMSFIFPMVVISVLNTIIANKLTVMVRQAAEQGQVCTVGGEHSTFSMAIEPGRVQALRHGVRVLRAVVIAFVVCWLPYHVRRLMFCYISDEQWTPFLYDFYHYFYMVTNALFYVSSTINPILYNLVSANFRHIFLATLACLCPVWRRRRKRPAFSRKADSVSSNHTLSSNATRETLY
KOR beta-arrestin-1: KOR agonists, beta-arrestin recruitment, primary screen, cell-based, luminescence, uHTS (AID 1777); KOR beta-arrestin recruitment, luminescence; higher % means a stronger effect; activation, % at 10 µM, or EC50 in µM where a hit was titrated; 0.02% of 280,000 active; in the data active means activation above about 50%, passing the limit was not always enough; further: a part of the inactive calls stands beside numbers as strong as those of hits
GPR35 arrestin U2OS: inhibition of zaprinast-stimulated GPR35 beta-arrestin translocation – imaging, U2OS, beta-arrestin-GFP, zaprinast agonist, primary screen (AID 2058) | inhibition, % at 10 µM; hits with a dose series show IC50 in µM | 0.052% of 290,000 active | U2OS GPR35 beta-arrestin-GFP translocation imaging, zaprinast antagonism; higher % means a stronger effect;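 active means inhibition of at least 50% with at least 30 cells and total cytoplasm GFP at most 10,000,000; inconclusive means under 30 cells or total GFP of 10,000,000 plus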
GPR55 activation: selective activators of receptor GPR55 – imaging, U2OS cells, beta-arrestin-GFP redistribution, primary screen (AID 1961); U2OS GPR55 beta-arrestin-GFP redistribution imaging; higher % means a stronger effect; one-dose activation, % at 10 µM; EC50 in µM for titrated hits; 0.048% of 290,000 active;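 active means activation above 40% with more than 50 cells counted in the well; inconclusive means wells holding fewer than 50 cells, flagged as toxic or sparse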;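 further: U2OS osteosarcoma cells stably expressing GPR55 and beta-arrestin-GFP; plate controls were DMSO negative control for no effect and LPI positive control for full effect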
NOD1 NF-kB reporter: NOD1 signaling inhibitors, primary screen, cell-based, luminescence, uHTS (AID 1578) | NOD1-driven NF-kB luciferase reporter cells, luminescence; higher % means a stronger effect | inhibition, % at 4 µM, or EC50 in µM where a hit was titrated | 1% of 290,000 active; in the data active means inhibition mostly above about 36%, no sharp cut-off; inactive means mostly below about 34%;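 further: HEK-293T reporter cells stimulated with the NOD1 agonist gamma-tri-DAP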
Rac1 GTP hydrolysis: MgcRacGAP GTPase-activating activity inhibitors, confirmation, biochemical, ADP Hunter fluorescence | MgcRacGAP-stimulated Rac1 GTP hydrolysis, ADP Hunter fluorescence; higher % means a stronger effect; GST-tagged Rac1 F28L mutant substrate | one-dose inhibition, % at 30 µM; IC50 in µM for titrated hits | 0.6% of 340,000 active | AID 624330;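 active means first-screen hits whose inhibition reached a set limit at any dose in the follow-up dose series; inconclusive means inhibition above the set first-screen limit but never retested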;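 further: fluorescence reports GDP produced by GAP-driven GTP hydrolysis; strong numbers were not always called active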
GPR55 antagonists: GPR55 antagonists blocking LPI-driven arrestin recruitment, primary screen, imaging, U2OS, beta-arrestin-GFP, LPI agonist (AID 2013); U2OS GPR55 beta-arrestin-GFP translocation imaging, LPI antagonism; higher % means a stronger effect; inhibition, % at 10 µM, or IC50 in µM where a hit was titrated; 0.13% of 290,000 active;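 active means spots per cell inhibited over 60%, with over 100 cells counted and total cytoplasm intensity under 500,000; inconclusive means wells with under 100 cells, flagged as likely toxic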;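 further: U2OS cells stably carrying GPR55 and arrestin-GFP stimulated by 5 µM LPI near EC80; imaged beta-arrestin-GFP aggregate spots per cell after agonist stimulation; plate controls were LPI-stimulated DMSO wells for no effect and DMSO wells without LPI for full effect; some results filed as inactive read as strong as hits; confirmed hits need IC50 under 10 µM and bright autofluorescent wells are also inconclusive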
KOR beta-arrestin-2: KOR antagonists, beta-arrestin recruitment, cell-based, luminescence, uHTS (AID 1778); KOR beta-arrestin recruitment, luminescence, antagonist mode; higher % means a stronger effect; inhibition, % at 10 µM; hits with a dose series show IC50 in µM; 0.091% of 290,000 active; in the data active means inhibition above about 50%; further: strong numbers were not always called active
NTR1 agonist cell count 20 µM: recorded beside NTR1 agonist, whose call it bears; cell count; measured here: cell count, cytotoxicity flag
Active calls of the source: *; ? = inconclusive; . = not tested or not shown; [ ] = dose if it differs, or a comment.

SMILES	UTI89 phage lysis	NTR1 agonist	NTR1 agonist cell count 20 µM	KOR beta-arrestin-1	GPR35 arrestin U2OS	GPR55 activation	NOD1 NF-kB reporter	Rac1 GTP hydrolysis	GPR55 antagonists	KOR beta-arrestin-2
COc1cccc(C(=O)N(Cc2nc(-c3ccc(C)cc3)no2)C(C)C)c1	-0.4%	0.1	63	-2.2%	-5%	-0.2%	-7%	12%	-1%	-4%
CCOC(=O)N1CCN(C(=O)CN(C)S(=O)(=O)c2ccc3c(c2)c(=O)n(C)c(=O)n3C)CC1	-0.3%	1.0	46	-2.1%	0%	-0.4%	-34%	3%	-6%	19%
COc1ccc(-c2nnn(CC(=O)NCCc3ccc(OC)c(OC)c3)n2)cc1	-0.5%	3.7	32	.	19%	-0.1%	-24%	-8%	-3%	2%[20 µM]
Cc1cccc2nc(CSc3nc4cc([N+](=O)[O-])ccc4s3)cn12	3.4%[50 µM]	4.2	31	-1.3%	-6%	-0.2%	-10%	-1%	5%	2%
Cc1nc(CCNC(=O)C2CCC(=O)N(Cc3ccc(Cl)cc3)C2)sc1C (stereo not drawn)	-0.1%	0.5	72	3.6%	-4%	-0.2%	-32%	-18%	-13%	-45%
CC1CCC2C(C1)c1sc(=O)[nH]c1SC2(C)C (stereo not drawn)	-0.1%	5.1	105	-4.1%	-6%	0.2%	-10%	6%	44%	24%
Cn1c(=O)c2c(nc(N/N=C/c3ccco3)n2C)n(C)c1=O	1.8%	-0.2	63	-4.0%	-4%	-0.1%	9%	13%	0%	-22%[20 µM]
COc1ccc(C(=O)CCC(=O)NCCc2ccccc2F)cc1	-0.8%[50 µM]	-0.2	56	1.2%	-1%	-0.1%	1%	.	13%	-9%
NC(=O)CCn1c(C(=O)c2cc(Cl)c(N)c(Cl)c2)c2ccccc2[n+]1[O-]	0.3%	3.9	87	-3.4%	5%	0.2%	-14%	3%	-4%	-3%[20 µM]
O=C(O)c1cc2ccccc2cc1Nc1ccccc1	-0.8%[50 µM]	1.5	56	4.6%	-4%	0.4%	-6%	9%	4%	-13%
CCCCc1nc(SCC(=O)N2CCOCC2)c2c(=O)n(C)c(=O)n(C)c2n1	-0.1%	-0.4	63	-5.8%	2%	-0.1%	-25%	7%	4%	6%
CCOc1ccccc1C(=O)N1CCN(c2cccc(Cl)c2)CC1	-1.0%	5.6	56	1.3%	-7%	0.2%	-32%	4%	-29%	-99%
CCOC(=O)c1cnc2ccc(C)cc2c1OCc1cc(F)cc(F)c1	4.2%	-3.4	68	-3.6%	-7%	-0.2%	28%	2%	2%	19%
CCOc1cc(NC(=S)NCc2ccco2)c(OCC)cc1NC(=O)CC	0.2%	0.1	52	2.0%	-1%	0.5%	9%	10%	-14%	11%
COCCNC(=O)C(c1ccc(C)o1)N(C(=O)c1snc(C(N)=O)c1N)c1ccc(C)cc1 (stereo not drawn)	2.2%	0.8	49	0.2%	-3%	0.6%	-14%	1%	7%	21%
COc1ccc(-c2nonc2NC(=O)c2oc3ccccc3c2C)cc1OC	0.3%	1.0	61	3.4%	-14%	-0.2%	-5%	10%	-9%	-58%
O=C(c1ccco1)N1CCN(C(=O)C2CC(c3ccc(Cl)cc3)=NO2)CC1 (stereo not drawn)	1.8%	0.0	61	0.3%	-11%	-0.1%	4%	1%	7%	9%
Cc1cc(C)c(NC(=O)Cn2nnc(C(=O)NCc3ccco3)c2N)c(C)c1	0.1%	1.0	40	3.6%	3%	0.1%	-41%	-3%	-5%	-30%
COc1ccccc1N1CCN(C(=O)COc2ccc(S(=O)(=O)NC(C)C)cc2)CC1	7.8%	0.2	56	-1.9%	4%	-0.1%	-18%	-2%	3%	-57%[20 µM]
Cn1c(=O)c2c(nc(SCc3ccc(F)cc3)n2C)n(C)c1=O	-1.1%	2.5	61	-4.2%	5%	-0.2%	-23%	18%	-8%	13%[20 µM]
COCCSc1ccccc1C(=O)Nc1cc(C)on1	3.2%	-1.2	33	5.0%	0%	0.1%	-20%	12%	-11%	0%
COc1ccc(NC(=O)Nc2nnc(CC(=O)NCc3ccccc3)s2)cc1	0.1%	6.7	100	-5.3%	23%	0.2%	-27%	-13%	14%	-56%[20 µM]
COc1cccc(C2=NOC(C(=O)Nc3ccc4c(c3)OCO4)C2)c1OC (stereo not drawn)	0.2%	-0.7	88	-2.8%	-5%	0.0%	-2%	8%	4%	22%
CC(C)C(=O)Nc1ccc(C(=O)NNC(=O)c2cccs2)cc1	1.6%[50 µM]	-1.9	47	3.9%	8%	-0.3%	14%	6%	-10%	-42%
Cc1ccc(N2C(=O)CC(NCC3CCCO3)C2=O)cc1 (stereo not drawn)	0.8%	0.3	48	.	10%	0.6%	-11%	-2%	11%	-17%[20 µM]

An excerpt from above in order of the GPR35 arrestin U2OS value, ascending:
SMILES | KOR beta-arrestin-1 | GPR35 arrestin U2OS | NOD1 NF-kB reporter | Rac1 GTP hydrolysis | KOR beta-arrestin-2
CCOc1ccccc1C(=O)N1CCN(c2cccc(Cl)c2)CC1 | 1.3% | -7% | -32% | 4% | -99%
Cc1nc(CCNC(=O)C2CCC(=O)N(Cc3ccc(Cl)cc3)C2)sc1C (stereo not drawn) | 3.6% | -4% | -32% | -18% | -45%
COCCNC(=O)C(c1ccc(C)o1)N(C(=O)c1snc(C(N)=O)c1N)c1ccc(C)cc1 (stereo not drawn) | 0.2% | -3% | -14% | 1% | 21%
COCCSc1ccccc1C(=O)Nc1cc(C)on1 | 5.0% | 0% | -20% | 12% | 0%

The results go on:
SMILES	UTI89 phage lysis	NTR1 agonist	NTR1 agonist cell count 20 µM	KOR beta-arrestin-1	GPR35 arrestin U2OS	GPR55 activation	NOD1 NF-kB reporter	Rac1 GTP hydrolysis	GPR55 antagonists	KOR beta-arrestin-2
CC(=O)n1cc(/C=N/NC(=O)c2ccc(Cl)cc2)c2ccccc21	-1.1%[50 µM]	19	82	4.6%	6%	0.0%	-2%	12%	-7%	-25%
COC(=O)c1cc(OC)c(OC)cc1NC(=O)CSc1nnnn1Cc1ccccc1	-0.5%	2.5	57	0.6%	8%	0.3%	-5%	9%	3%	18%
O=C(CSc1nccc(-c2cccs2)n1)Nc1ccc(F)c(Cl)c1	-0.2%	1.7	46	1.1%	5%	-0.2%	-3%	2%	11%	-17%
O=C(NCCn1cccn1)C1CCC(=O)N(CCc2ccccc2)C1 (stereo not drawn)	-0.1%	0.4	57	-4.2%	2%	-0.1%	-44%	9%	12%	14%
COc1cccc(OCCn2cc(/C=N/NC(=O)c3ccncc3)c3ccccc32)c1	-1.4%[50 µM]	3.5	65	-0.7%	1%	0.8%	26%	-2%	6%	10%
O=S(=O)(/C=C/c1ccccc1)N1CCc2ccccc2C1	0.1%	6.1	72	-3.5%	7%	0.6%	-7%	9%	0%	15%
O=C(CSc1nnnn1-c1ccc2c(c1)CCC2)Nc1ccc2c(c1)OCCO2	3.7%	5.6	46	0.9%	12%	0.2%	26%	11%	7%	-46%
COCc1c(C(=O)OCc2nc(N)nc(Nc3ccccc3C)n2)oc2ccccc12	0.5%	0.2	101	24%	5%	-0.3%	3%	5%	-4%	5%
COc1ccc(OC)c(C2Nc3ccccc3NC3=C2C(=O)CC(C)(C)C3)c1 (stereo not drawn)	0.2%	2.2	55	7.4%	7%	-0.1%	-10%	13%	5%	-24%
CC(=O)N1CCN(c2ccc(NC(=O)c3cccc(C)c3)cc2)CC1	-1.0%	1.4	47	-0.7%	10%	-0.1%	46%	-9%	-1%	-21%[20 µM]
Oc1ccc(/C=N/N=C/c2ccc(O)c(O)c2)cc1O	-0.3%	1.6	64	-2.5%	0%	1.6%	-35%	?	4%	-33%[20 µM]
Cc1cc(NC(=O)c2ccc(N(C)S(=O)(=O)c3ccccc3)cc2)no1	-2.0%	2.1	80	-2.4%	21%	0.2%	-10%	-11%	12%	14%
O=S(=O)(NCC1CCCO1)c1cccc2nsnc12 (stereo not drawn)	0.7%	-0.6	66	14%	23%	0.1%	6%	2%	4%	-18%
COc1ccc(NC(=O)Nc2ccc3c(c2)OCO3)c(C)c1	0.1%	0.6	60	3.3%	-2%	0.7%	-71%	0%	-10%	0%
COC(=O)CCCNC(=O)CC1C(=O)NCCN1Cc1ccoc1 (stereo not drawn)	0.4%	-2.8	72	-1.4%	6%	-0.3%	-21%	15%	10%	-26%
COc1ccc(/C(O)=C2\C(=O)C(=O)N(Cc3ccco3)C2c2cc(OC)ccc2OC)cc1 (stereo not drawn)	2.1%	-0.1	48	-5.0%	0%	0.0%	12%	-5%	-5%	16%
O=C1CN(C(=O)CSc2nc3ccccc3c(=O)n2CC2CCCO2)c2ccccc2N1 (stereo not drawn)	0.3%	-0.8	22	-1.5%	5%	0.6%	-1%	2%	1%	20%
COc1ccccc1CCNC(=O)C1CCC(=O)N(Cc2cccc(F)c2)C1 (stereo not drawn)	-0.3%	-0.8	58	-3.4%	-3%	0.2%	-46%	-33%	1%	20%
COc1ccc(C(C)N2CC34C=CC(O3)C(C(=O)O)C4C2=O)cc1 (stereo not drawn)	2.5%	-1.5	56	0.6%	-5%	-0.4%	-9%	4%	6%	16%
COC(=O)Cn1c(=NC(=O)c2nc3ccccc3s2)sc2cc(S(C)(=O)=O)ccc21	.	10	75	-1.2%	0%	37%	0%	.	-2%	9%
O=C(NCCNc1ccnc2cc(Cl)ccc12)c1ccccc1F	-0.1%	0.1	54	2.6%	4%	-0.4%	29%	0%	-8%	-36%[20 µM]
CCCCCn1c(CCNC(=O)CCC)nc2ccccc21	-0.4%	1.4	58	-1.7%	-8%	-0.1%	14%	-2%	-1%	17%
CN1C(=O)C2(OCCCO2)c2ccccc21	0.5%	-0.8	46	-1.7%	-5%	-0.4%	-8%	3%	9%	-37%[20 µM]
Cc1c(CCOC(=O)c2cccc([N+](=O)[O-])c2)sc[n+]1CC(=O)c1ccccc1	-0.7%	0.1	46	6.3%	-4%	-0.1%	-44%	-50%	-9%	-16%[20 µM]
Cc1[nH]c(=O)c(C#N)c2c1CCCC2	-0.5%	2.6	66	3.3%	-2%	0.1%	-55%	4%	6%	-2%
CC/C(=N/O)c1cnnc(SC)n1	0.2%	-1.5	66	16%	0%	-0.3%	11%	8%	2%	3%

Only part of the results is shown; the hit share may differ from the screen's.
